# Screening results from PubChem BioAssay.
# Tau FP inhib = tau fibrillization inhibition (FP). Potency, µM (highest dose often 57.7 µM), for inactives: at the highest dose activity, negative = inhibition, actives largely listed as inhibitors. 0.39% of 280,000 active. AID 1468. K18 P301L tau heparin fibrillization, Alexa594 FP, 6 h. P10636; note: % is set by controls: 0 for no effect and ±100 for the full control effect; nearly all actives have a fitted effect of over 55% in size
# Target sequence (P10636 561-689 P618L limits assumed): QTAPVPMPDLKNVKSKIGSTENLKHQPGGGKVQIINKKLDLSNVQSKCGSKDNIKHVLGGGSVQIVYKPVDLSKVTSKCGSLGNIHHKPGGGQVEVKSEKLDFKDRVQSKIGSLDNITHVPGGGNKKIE
#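 FP of Alexa 594-tau after heparin (20 uM) induction. Substrate: human K18 P301L, 15 uM unlabeled, 0.24 uM labeled. Buffer 100 mM sodium acetate pH 7. 6 hr, 37 C.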
# GAA inh = inhibitors of human lysosomal alpha-glucosidase; 0.005% of 200,000 active; AID 1466; Potency, µM (titrated, usually from 76.9 µM), for inactives: at the highest dose activity change, negative = inhibition, usual class: inhibitors; purified human GAA, 4-MU-alpha-glucoside fluorescence; P10253;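 note: plate controls were uninhibited enzyme wells for no effect and no-enzyme background for full effect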
#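 Activity normalized between no-enzyme (basal) and enzyme-only wells. Conditions: 4 nM human enzyme, 400 uM fluorogenic substrate, citrate/phosphate pH 5.0 with Tween-20, 20 min room temperature, compounds up to 77 uM.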
# aGlu spleen mod = lysosomal alpha-glucosidase (human) modulation; Potency, µM (top dose mostly 79.9 µM), inactives show at the highest dose activity change, negative = inhibition, most hits filed as inhibitors; AID 2112; P10253; human spleen homogenate, 4-MU-alpha-glucoside fluorescence; 0.006% of 240,000 active;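 note: 0% = enzyme with vehicle and -100% = no enzyme basal signal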
#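 Compounds were titrated against alpha-glucosidase in spleen homogenate at pH 5.0, with 1 mM 4-methylumbelliferyl substrate for 40 min at 37 C. Reactions were quenched with pH 10 NaOH/glycine and fluorescence measured.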
# Tau ThT inhib = inhibitors of human tau fibril formation, thioflavin T binding | P10636 | recombinant tau K18 P301L, heparin-induced fibrillization, ThT fluorescence | Potency, µM (doses to about 57.4 µM), for inactives: at the top dose activity, negative = inhibition, hits mostly inhibitors | 2.1% of 270,000 active; note: % is set by controls: 0 for no effect and ±100 for the full control effect; nearly all actives have a fitted effect of over 55% in size
#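 Tau K18 P301L fragment (15 uM unlabeled plus 0.24 uM Alexa 594-labeled) in 100 mM sodium acetate pH 7 with compound, fibrillization induced by 20 uM heparin for 6 hr at 37 C. Thioflavin T (30 uM) added, fluorescence read after 1 hr (ex 450, em 510 nm).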
# HTT cytoprotect = cytoprotection in Huntington HTT-Q103 PC12 cell model; PC12 HTT-Q103 induced, cytoprotection, ATP luminescence, 40 h; Potency, µM (doses to about 56.4 µM), for inactives: cytoprotection (ATP increase), most hits filed as activators; 0.14% of 230,000 active;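 note: % of control where 0% means no effect; nearly all actives have a fitted effect of over 45% in size; toxic huntingtin expression switched on by the ecdysone agonist tebufenozide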
#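 ATP quantification (ATPlite) reports survival of PC12 cells in which tebufenozide, 100 nM final, switches on Htt exon 1 with 103 glutamines linked to GFP; compounds are titrated.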
# Tau fluor counter = counter-screen for tau fibril formation inhibitors; tau K18 P301L Alexa594 fluorescence, heparin fibrillization; Potency, µM (titrated, usually from 57.7 µM), for inactives: top-dose activity change, negative = decrease; 0.93% of 280,000 active; AID 1463; note: % is set by controls: 0 for no effect and ±100 for the full control effect; nearly all actives have a fitted effect of over 55% in size
#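 Human tau K18 P301L (15 uM unlabeled, 0.24 uM Alexa 594-labeled) in 100 mM sodium acetate pH 7 with 20 uM heparin, 6 hr at 37 C. ThT 30 uM added, 1 hr ambient; Alexa 594 FP and total fluorescence read at 555/632 nm.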
# aGal spleen mod = inhibits or activates alpha-galactosidase in human spleen homogenate. P06280. human spleen homogenate, 4MU-alpha-Gal fluorescence, 40 min. Potency, µM (top dose mostly 80 µM), for inactives: at the top dose activity change, negative = inhibition, hits mostly inhibitors. 0.008% of 240,000 active. AID 2107;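 note: 0% = enzyme with vehicle and -100% = no enzyme basal signal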
# Target sequence (P06280 32-429 limits assumed): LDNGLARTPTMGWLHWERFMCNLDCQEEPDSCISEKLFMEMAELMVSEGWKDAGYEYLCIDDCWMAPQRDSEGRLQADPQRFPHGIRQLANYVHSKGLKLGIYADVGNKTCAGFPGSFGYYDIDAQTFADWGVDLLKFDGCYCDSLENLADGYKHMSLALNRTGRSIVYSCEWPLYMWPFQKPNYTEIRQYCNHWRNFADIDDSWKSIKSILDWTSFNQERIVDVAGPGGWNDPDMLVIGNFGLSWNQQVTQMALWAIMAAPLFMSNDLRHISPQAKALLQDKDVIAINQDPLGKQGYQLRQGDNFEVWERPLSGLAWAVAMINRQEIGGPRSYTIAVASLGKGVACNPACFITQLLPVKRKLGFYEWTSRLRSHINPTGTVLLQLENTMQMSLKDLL
#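 Spleen homogenate 1 ug + cpd (titration) + 4-MU-alpha-D-galactopyranoside 1 mM; 37C 40 min; 50 mM citrate/phosphate pH 5.0, 0.01% Tween-20; stop pH 10; fluorescence 365/440; AC50 via Hill.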
# GAA glycogen = GAA glycogen-cleavage inhibition or activation; P10253; recombinant GAA, glycogen substrate, Amplex Red glucose oxidase fluorescence; Potency, µM (titrated, usually from 76.4 µM), without a hit: at the top dose activity change, negative = inhibition, usual class: inhibitors; 0.38% of 300,000 active; AID 2100;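 note: 0% = full enzyme reaction and -100% = no-enzyme basal signal; the screen sought inhibitors and activators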
#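 qHTS, 1536-well; enzyme 4 nM final; cpd up to 77 uM; substrate bovine liver glycogen 30 ug; 50 mM citrate/phosphate pH 5.0, 0.01% Tween-20; 37 C, 40 min; Amplex Red detection 45 min RT; Hill fit → AC50.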
# Numbers without * were called inactive; ? = inconclusive; . = not tested or not shown; & = joins results of further samples; [ ] = remark or other dose. Calls come from the whole dose curve; as a rule, active = well fitted curve in the direction sought with a large enough effect; inconclusive = small, poorly fitted or top-dose-only effect, or another doubt; inactive = no such curve, though single readings can be large; an effect the other way counts as inactive or inconclusive. Potency is the fitted concentration of half-maximal effect.
SMILES,Tau FP inhib,GAA inh,aGlu spleen mod,Tau ThT inhib,HTT cytoprotect,Tau fluor counter,aGal spleen mod,GAA glycogen
CCOP(=O)(c1ccccc1)c1nc(-c2ccccc2C)oc1N1CCCCC1 (configuration not stated),-3%,-2%,-7%,?,-18%,-22%,-13%,-10%
COc1ccccc1NC(=O)CSc1nnc(C2CCCCC2)n1C,0%,-8%,14%,-4%,-8%[0.074 µM],2%,13%,-11%
COc1cc(OC)c(C(=O)CCC(=O)O)cc1OC,5%,2%,-6%,1%,1%[10 µM],5%,1%,-3%
Cc1ccc2c(c1)N(C(=O)CCC(=O)NCc1cccc(F)c1)CC(C)O2 (configuration not stated),-4%,.,.,1%,.,-2%,.,-1%[76.3 µM]
CCCOC(=O)CCCCCCCCC(O)CN1CCCCC1 (configuration not stated),0%,1%,.,8%,-2%,2%,0%,8%
CN(c1nc(-c2ccc(Br)cc2)cs1)C1CCS(=O)(=O)C1 (configuration not stated),13%,-2%,1%,?,-39%[inhibitor],?,-1%,-6%
CCC1Oc2ccc(C)cc2N(CC(=O)NCc2ccc(OC)cc2)C1=O (configuration not stated),-3%,.,.,-7%,.,-18%,.,12%[76.3 µM]
CC(C)CCN(C(=O)Nc1ccccc1)C(C)c1cccs1 (configuration not stated),0%&4%,-6%,-1%,-10%&-13%,22%,-6%&-9%,4%,-1%
O=c1[nH]c2ccc(S(=O)(=O)NCc3ccccn3)cc2s1,-10%,1%,-3%,5%,10%[1.9 µM],-3%,-3%,2%
CC1=CC(C)C(/C=N/n2cnnc2)C(C)C1 (configuration not stated),-8%,-6%[15.4 µM],-5%,-14%,11%,-12%,-10%,6%
COC(=O)c1ccc(Oc2nc(C)cc(Oc3ccccc3)n2)cc1,1%,?,-4%,-2%,24%[10 µM],3%,-2%,-2%
C=CCNC(=O)CSc1nnc(-c2cccs2)o1,1%,?,-4%,-3%,-7%,-2%,5%,9%
COCCNC(=O)c1ccc(-n2c(-c3ccccc3)cc3c2CCC(C)C3)cc1 (configuration not stated),8%,.,.,-8%,.,?,.,13%[76.3 µM]
CCNC(=O)N1C(=O)C2(OCCO2)c2cc(Br)ccc21,-4%,2%,0%,2%,18%,-9%,-5%,6%
CCCCn1c(NCc2cc(Br)ccc2O)nc2ccccc21,-14%,.,.,14%,.,?,.,-15%[76.3 µM]
COc1cccc(CN2CCNC(=O)C2CC(=O)O)c1OC (configuration not stated),7%,-8%,-13%,-3%,-23%[10 µM],2%,-4%,1%
O=[N+]([O-])c1ccc2c(c1)nc1n2CCN(c2ccccc2)C1,-10%,.,1%,.,-15%[10 µM],-17%,-2%,1%
COc1ccc(S(=O)(=O)N2CCC(C(=O)NCc3ccco3)CC2)cc1,1%,1%,-10%,2%,14%[10 µM],1%,-12%,-5%
COC(=O)CSc1nnc(SCc2ccc(OC)cc2)s1,-10%,-4%,-6%,-9%,-23%,-13%,-15%,0%
Cc1c(C(=O)N2CCCC2)oc2c1-c1nn(CC(=O)NCc3cccc(Br)c3)cc1CC2,-6%,.,.,?,.,-25%,.,10%[76.3 µM]

# Just Tau fluor counter and HTT cytoprotect (2 entries from above):
Structure | Tau fluor counter | HTT cytoprotect
COC(=O)CSc1nnc(SCc2ccc(OC)cc2)s1 | -13% | -23%
COc1cc(OC)c(C(=O)CCC(=O)O)cc1OC | 5% | 1%[10 µM]

# Further entries
SMILES,Tau FP inhib,GAA inh,aGlu spleen mod,Tau ThT inhib,HTT cytoprotect,Tau fluor counter,aGal spleen mod,GAA glycogen
Nc1cc(=O)[nH]c(=O)n1Cc1ccco1,-3%,-13%,-7%,-4%,-3%,0%,6%,-11%
CC(CN1CCOCC1)OC(=O)Cc1ccc(Cl)cc1 (configuration not stated),-6%,-5%,.,3%,-15%,-5%,10%,.
O=C(CNC(=O)OCc1ccccc1)NC1CCCCCCC1,0%,4%,7%,-6%,2%[10 µM],-13%,1%,4%
Cc1cc(C)cc(NC(=O)CN2CCN(CCN=CC3=C(O)CC(c4ccc(Cl)cc4)CC3=O)CC2)c1 (configuration not stated),3%,12%,1%,?,32%[10 µM],-6%,2%,5%
O=C(Oc1c(-c2ccccc2)oc2ccccc2c1=O)c1ccccc1,-9%,?,-7%,?,21%,-26%,-4%,-21%
O=C(CSc1nnnn1CCCO)Nc1ccc2c(c1)OCO2,-13%,0%,5%,-6%,-4%,-8%,11%,3%
Cc1ccc2nc(-c3ccccc3)cn2c1,-2%,0%,5%,-19%,-104%[inhibitor][10 µM],-1%,5%,1%
C(=N\N=C\c1ccccc1)/c1ccccc1,-1%,6%,-8%,-5%,36%,0%,1%,-8%
CC(=O)NCCNc1nc2c(S(=O)(=O)c3ccc(C)c(C)c3)nnn2c2ccc(Cl)cc12,-11%,.,.,-11%,.,?,.,13%[76.3 µM]
COC(=O)/C(N=Nc1c(C)n(C)n(-c2ccccc2)c1=O)=C(\C)O,3%,-19%,1%,-2%,-3%[10 µM],0%,7%,?
COC(=O)C1C(O)=CC(=O)CC1C (configuration not stated),-5%,-4%,5%,6%,-21%[10 µM],3%,9%,3%
CCOC(=O)NC1(Nc2ccc(C)cc2)Oc2ccccc2O1,2%,2%,16%,0%,-33%[10 µM],-2%,15%,?
CCOC(=O)c1ccc(NC(=O)CCc2c(C)nc3c(c(C)nn3-c3ccccc3)c2C)cc1,?,.,.,-8%,.,?,.,11%[76.3 µM]
Cc1oc(-c2ccccc2F)nc1Cn1c(SCc2cccc(Cl)c2)nc2ccncc21,3%,.,.,?,.,-19%,.,-14%[76.3 µM]
O=C(O)CCNS(=O)(=O)c1ccc(Oc2ccccc2Cl)cc1,9%,1%,5%,0%,7%,-1%,2%,2%
Cn1cccc1/C=N/N1CCN(Cc2ccccc2Cl)CC1,0%,.,-3%,-13%,-6%[10 µM],-11%,2%,-7%
Cc1ccccc1OCC(=O)NNC(=O)CN1C(=O)c2ccccc2C1=O,2%,4%,-5%,-5%,-16%[10 µM],-3%,0%,14%
COc1ccccc1N(CC(=O)Nc1c(C)n(C)n(-c2ccccc2)c1=O)S(=O)(=O)c1ccc(C)cc1,1%,4%,-1%,1%,-12%,-6%,-4%,6%
CC(C)(CC(=O)O)Cc1nc(-c2ccc(Cl)cc2)no1,11%,-3%,-1%,-7%,-11%,-2%,3%,-17%
Cc1cccc(C)c1NC(=O)c1ccc(-n2cncn2)nc1,-4%,7%,-1%,-13%,24%[10 µM],-10%,3%,4%

# Whole records as entered above. Values in the order: Tau FP inhib	GAA inh	aGlu spleen mod	Tau ThT inhib	HTT cytoprotect	Tau fluor counter	aGal spleen mod	GAA glycogen
# Record of `O=C(CNC(=O)OCc1ccccc1)NC1CCCCCCC1` = 0%	4%	7%	-6%	2%[10 µM]	-13%	1%	4%
# Record of `O=C(CSc1nnnn1CCCO)Nc1ccc2c(c1)OCO2` = -13%	0%	5%	-6%	-4%	-8%	11%	3%
# Record of `CC(CN1CCOCC1)OC(=O)Cc1ccc(Cl)cc1` (configuration not stated) = -6%	-5%	.	3%	-15%	-5%	10%	.

# More records.
SMILES,Tau FP inhib,GAA inh,aGlu spleen mod,Tau ThT inhib,HTT cytoprotect,Tau fluor counter,aGal spleen mod,GAA glycogen
CCCC(=O)Nc1nnc(C2CCCO2)s1 (configuration not stated),-4%,7%,-6%,-3%,37%[10 µM],2%,-7%,9%
COc1ccccc1/C=C/C(=C1/C(=O)N(c2ccccc2)N=C1C)c1ccc(C)cc1,-15%,3%,8%,-17%,1%[1.9 µM],-22%,4%,2%
COc1ccc(CC(=O)OCC(=O)Nc2ccc(Br)cc2)cc1,-7%,-1%,8%,-5%,-28%,-17%,-16%,4%
Cc1ccc(CNC(=S)N(C)C)cc1,10%,.,-11%,3%,8%[10 µM],6%,-4%,4%
O=C(N/C(=C\c1ccccc1)C(=O)N1CCCCCC1)c1ccccc1,7%,7%,6%,-4%,18%[10 µM],-5%,0%,2%
C=C1N(c2ccc(Cl)cc2)C(=O)OC1(C)C,-10%,5%,-22%,6%,-14%,-1%,-6%,-6%
O=C1CN2Cc3c(ccc(Cl)c3Cl)N=C2N1,-9%,.,1%,-18%,-118%[inhibitor],-18%,8%,.
Cc1nc2nc[nH]n2c(=O)c1CCC(C)C,-3%,0%,0%,1%,-4%[0.074 µM],3%,4%,0%
Cn1c(SCC(=O)NNC(=S)Nc2ccccc2)nnc1-c1ccccc1,5%,.,6%,2%,25%[10 µM],0%,10%,-2%
Cn1cc(Br)c(C(=O)NNC(=O)Nc2ccccc2C(F)(F)F)n1,6%,11%,-7%,-3%,.,5%,1%,-23%
Cc1ccc(-n2cc[nH]c2=S)c(C)c1,6%,-9%,5%,-2%,8%[10 µM],1%,10%,-1%
O=C(NCCCl)C1Cc2c(ccc3ccccc23)O1 (configuration not stated),10%,9%,2%,1%,-58%[inhibitor],6%,4%,6%
Cc1cc(C)c(S(=O)(=O)Nc2ccc(-c3cn4ccccc4n3)cc2)c(C)c1,-13%,-11%,-4%,-5%,-3%,?,-12%,-4%
COc1ccc(-c2nc3c([nH]2)c(=O)n(C)c(=O)n3C)c(OC)c1,5%,1%,-10%,-4%,-14%,4%,7%,4%
COc1cccc2c1cc1c(=O)n(CC(=O)N3CCN(c4cccc(Cl)c4)CC3)nc(C)n12,12%,.,.,3%,.,6%,.,-8%[76.3 µM]
Cc1ccccc1C(=O)Nc1ccc(S(=O)(=O)Nc2onc(C)c2C)cc1,2%,.,2%,-4%,13%[10 µM],1%,3%,0%
COC(=O)c1ccc(OCCOc2ccc(C(=O)OC)cc2)cc1,8%,1%,1%,?,-9%,0%,7%,-3%
COc1cc(OC)c(C2N(c3ccccn3)C(=O)C3CCCN32)cc1OC (configuration not stated),-3%,-7%,-8%,-2%,-6%,-6%,-5%,-16%
CCOC(=O)c1cccc(NC(=O)CNS(=O)(=O)c2cccs2)c1,7%,5%,2%,5%,-16%[10 µM],4%,6%,1%
O=C(CCl)N(c1ccc(Cl)cc1)c1c[nH]c2ccccc12,6%,-8%,-8%,?,-115%[inhibitor],?,0%,-17%
